Bioassay records (PubChem BioAssay)
Epigenetic mod: qHTS Assay for Epigenetic Modulators; mouse C127i GFP locus derepression, cytometry, 30 h; Potency, µM (top dose mostly 46.1 µM), for the others: top-dose GFP derepression (activation); 68,000 tested, 0.09% active; AID 597, 2007; further: % of control where 0% means no effect
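Locus derepression in mouse mammary C127i cells whose integrated CMV-GFP reporter is normally silent; GFP expression after 30 h compound treatment was quantified by counting fluorescent cells.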
Pol III holo inh: qHTS Assay for Inhibitors of DNA Polymerase III Holoenzyme System | Potency, µM (highest dose often 57.1 µM), for inactives: top-dose activity change, negative = inhibition | reconstituted DNA polymerase III holoenzyme replication, biochemical | AID 603, 2007 | 71,000 tested, 0.25% active; further: potency means the concentration at half of the fitted maximal effect; on the % scale 0 is the no-effect control and ±100 the full control effect
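Reconstituted *E. coli* holoenzyme (0.35 nM Pol III, 1 nM beta, 154 nM SSB, 2 nM primase) was preincubated with compound for 15 min at RT. Synthesis on 1.4 nM ssM13Gori ran 35 min, then was stopped with PicoGreen/EDTA and read as dsDNA fluorescence.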
HADH2 inhib: qHTS Assay for Inhibitors of HADH2 (Hydroxyacyl-Coenzyme A Dehydrogenase, Type II); 3-hydroxyacyl-CoA dehydrogenase type-2 (Homo sapiens), Q99714; recombinant HADH2, NADH fluorescence, beta-hydroxybutyryl-CoA; Potency, µM (top dose mostly 57.1 µM), for inactives: top-dose activity change, negative = inhibition, most hits filed as inhibitors; 73,000 tested, 3.4% active; further: potency means the concentration at half of the fitted maximal effect; on the % scale 0 is the no-effect control and ±100 the full control effect; nearly all actives have a fitted effect of over 60% in size; many of its hits are not listed in these tables
Target sequence (Q99714 whole entry, looked up, one chain of several): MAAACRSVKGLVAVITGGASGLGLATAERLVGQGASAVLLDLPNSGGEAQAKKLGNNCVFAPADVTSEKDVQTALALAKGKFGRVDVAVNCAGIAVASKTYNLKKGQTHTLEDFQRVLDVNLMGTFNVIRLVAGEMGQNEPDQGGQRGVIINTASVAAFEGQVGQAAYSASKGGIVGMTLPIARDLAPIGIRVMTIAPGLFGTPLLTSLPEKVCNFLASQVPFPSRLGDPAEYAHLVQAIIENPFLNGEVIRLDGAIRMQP
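E. coli-expressed His-tagged HADH2 tested at 20 nM in alkaline Tris buffer (pH 9.0); oxidation of 90 uM beta-hydroxybutyryl-CoA with 1 mM NAD+ tracked fluorimetrically for 4 min.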
BRCT inh red: qHTS Assay for Inhibitors of BRCT-Phosphoprotein Interaction (Red Fluorophore); BRCT-phosphopeptide binding, red fluorescence polarization; 75,000 tested, 0.03% active; Breast cancer type 1 susceptibility protein (Homo sapiens), P38398; Potency, µM (doses to about 76.9 µM), without a hit: at the highest dose activity change, negative = inhibition, actives largely listed as inhibitors; further: on the % scale 0 is the no-effect control and ±100 the full control effect
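Rhodamine-labelled pBACH1 10-mer (100 nM) bound to BRCT domain (100 nM) at pH 7.3; compounds incubated 12 min room temperature, polarization read. Free peptide defines full inhibition; unlabelled decapeptide titrated as control.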
Ub-GFP proteasome: Ubiquitin-GFP Assay | 67,000 tested, under 10 active | Ubiquitin-GFP reporter cells, proteasome inhibition, GFP fluorescence; response scale: untreated = 0%, 10 µM MG-132 = 100% | Potency, µM (doses to about 45.9 µM), without a hit: at the highest dose activation (GFP accumulation), usual class: activators; active means well fitted activation curve with a large enough effect, not every such curve was filed as active; inconclusive means small, poorly fitted or top-dose-only effect, or another doubt; inactive means no such curve, though single readings can be large or run the other way; further: potency means the concentration at half of the fitted maximal effect
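Proteasome blockade was scored as a rise in GFP-expressing U2OS cells carrying a ubiquitin(G76V)-GFP construct, imaged after 4 hr compound treatment at 37 °C across a 46 uM–2.9 nM series.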
HBB splice mod: qHTS Assay for Modulators of Hemoglobin Beta Chain Splicing. HBB splicing reporter cell assay, activation; EGFP reporter with mutant IVS2-654 intron; response scale: normalised to 500 nM splice-correcting PNA. Potency, µM (doses to about 46.1 µM), without a hit: at the top dose activation, most hits filed as activators. 65,000 tested, 0.06% active. AID 925, 2007; further: potency means the concentration at half of the fitted maximal effect; 0% is about no effect
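HeLa cells stably expressing EGFP interrupted by mutant beta-globin intron 2 (IVS2-654), 500/well in 2% FCS. Treated with compound for 2 days at 37C. Splicing correction scored as total well GFP intensity (488 nm excitation, 500-520 nm emission); 500 nM antisense PNA served as control.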
BRCT inh green: qHTS Assay for Inhibitors of BRCT-Phosphoprotein Interaction (Green Fluorophore). Breast cancer type 1 susceptibility protein (Homo sapiens), P38398. AID 875, 2007. 75,000 tested, 0.05% active. Potency, µM (series often up to 76.9 µM), for the others: at the top dose activity change, negative = inhibition, actives largely listed as inhibitors. BRCA1 BRCT-phosphopeptide binding, green fluorescence polarization;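 further: potency means the concentration at half of the fitted maximal effect; plate controls were peptide without protein for full effect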
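Compounds were incubated for 12 min at room temperature with a complex of 100 nM fluorescein-tagged pBACH1 decapeptide and 250 nM His-tagged BRCT protein. Buffer was phosphate pH 7.3 with EDTA, DTT and Tween 20. Disruption of binding lowers the polarization signal.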
USP2a inh: qHTS Assay for Inhibitors of Ubiquitin-specific Protease USP2a; USP2a enzymatic assay, qHTS inhibition; Potency, µM (series often up to 38.3 µM), without a hit: at the highest dose activity change, negative = inhibition, hits mostly inhibitors; 60,000 tested, 0.1% active;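 further: potency means the concentration at half of the fitted maximal effect; nearly all actives have a fitted effect of over 60% in size; plate controls were DMSO for no effect and NEM full inhibition control for full effect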
Target sequence (O75604 whole entry, looked up): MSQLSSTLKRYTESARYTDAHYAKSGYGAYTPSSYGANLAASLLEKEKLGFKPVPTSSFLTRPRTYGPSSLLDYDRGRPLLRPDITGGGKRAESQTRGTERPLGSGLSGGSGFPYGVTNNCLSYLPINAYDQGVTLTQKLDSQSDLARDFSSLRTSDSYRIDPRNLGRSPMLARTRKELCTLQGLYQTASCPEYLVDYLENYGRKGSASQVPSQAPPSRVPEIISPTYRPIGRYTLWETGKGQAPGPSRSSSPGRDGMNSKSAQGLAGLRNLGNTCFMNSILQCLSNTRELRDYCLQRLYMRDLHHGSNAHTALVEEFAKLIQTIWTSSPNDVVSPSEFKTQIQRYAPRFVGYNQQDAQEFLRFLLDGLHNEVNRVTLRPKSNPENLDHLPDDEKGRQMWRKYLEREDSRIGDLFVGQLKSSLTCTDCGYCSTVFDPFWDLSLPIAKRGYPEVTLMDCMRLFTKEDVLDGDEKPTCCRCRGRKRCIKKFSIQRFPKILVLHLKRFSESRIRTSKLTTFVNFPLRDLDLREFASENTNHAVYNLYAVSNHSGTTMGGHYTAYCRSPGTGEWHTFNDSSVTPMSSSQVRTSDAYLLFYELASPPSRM
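Coupled readout: USP2-cleaved Ub-PLA2 (20nM final) turns over NBD C6-HPC (20uM final), Ex 460nm/Em 535nm after 2.5 h, time-zero read flagging artifacts. Enzyme (20nM final, pH 8.0 Tris) given 30 min RT with compound first; NEM defines full inhibition.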
Hsp90 Hop PPI: qHTS Assay for Disrupters of an Hsp90 Co-Chaperone Interaction | Hsp90 C-terminal peptide / TPR2A (Hop) interaction, human | 71,000 tested, 0.44% active | Potency, µM (doses to about 57 µM), for the others: top-dose activity change, negative = inhibition | AlphaScreen TPR2A-His6 binding biotin-Hsp90 C-terminal peptide; active means well fitted curve in either direction with a large enough effect; inconclusive means small, poorly fitted or top-dose-only effect, or another doubt; further: potency means the concentration at half of the fitted maximal effect; on the % scale 0 is the no-effect control and ±100 the full control effect; many of its hits are not listed in these tables
15-hLO inh: qHTS Assay for Inhibitors of 15-hLO (15-human lipoxygenase); Polyunsaturated fatty acid lipoxygenase ALOX15 (Homo sapiens), P16050; purified 15hLO-1, xylenol orange hydroperoxide absorbance; Potency, µM (doses to about 57.1 µM), for the others: at the highest dose activity change, negative = inhibition, most hits filed as inhibitors; 74,000 tested, 1.4% active; AID 887, 2007; further: potency means the concentration at half of the fitted maximal effect; on the % scale 0 is the no-effect control and ±100 the full control effect; nearly all actives have a fitted effect of over 55% in size
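Inhibition is scored from a chromogenic endpoint. After 15 min enzyme-compound contact, arachidonic acid (50 uM final) reacts 6 min with 40 nM 15hLO-1 at room temperature, then Fe-XO reagent is added for 30 min and absorbance ratio recorded.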
CRE Fsk mod: Cell signaling CRE-BLA (Fsk stim). CHO CRE-bla reporter (cAMP response element driving beta-lactamase), forskolin EC10, beta-lactamase ratio. Potency, µM (highest dose often 38.2 µM), for the others: at the top dose activity change, negative = inhibition, usual class: activators. 71,000 tested, 2.5% active. AID 662, 2007; active means well fitted activation curve with a large enough effect in the signal ratio, with a control signal flat, not every such curve was filed as active; inconclusive means small, poorly fitted or top-dose-only effect, or effect the other way, or a change in a side signal; the % refers to the signal ratio; further: potency means the concentration at half of the fitted maximal effect; % of control where 0% means no effect
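Modulation of forskolin-driven signalling is measured in CHO cells carrying a CRE-controlled beta-lactamase reporter. Cells are stimulated with EC10 NKH 477 in the presence of titrated compound for 3 h at 37 °C, then loaded with CCF4 for 2 h at room temperature.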
Numbers without * were called inactive; i = inactive; u = inconclusive; x = no result given; & = joins results of further samples; [ ] = remark or other dose. Unless noted, the call rests on the fitted dose curve; in most records, active means well fitted curve in the direction sought with a large enough effect; inconclusive means small, poorly fitted or top-dose-only effect, or another doubt; inactive means no such curve, though single readings can be large; an effect the other way counts as inactive or inconclusive. Some of the compounds tested; rates above refer to the full screens.

SMILES | Epigenetic mod | Pol III holo inh | HADH2 inhib | BRCT inh red | Ub-GFP proteasome | HBB splice mod | BRCT inh green | USP2a inh | Hsp90 Hop PPI | 15-hLO inh | CRE Fsk mod
N#CCCn1nnc2ccccc21 | 6% | 0% | 6% | 0.0% | 4% | -4.1% | -2.2% | -3% | 0% | 13% | u
O=C(O)c1ccc2c(c1)C(=O)N(c1ccc(Cl)cn1)C2=O | -2% | -2% | -6% | 0.3% | -6% | 0.2% | 0.8% | x | -3% | -17% | -2%
Cc1cc(NS(=O)(=O)c2ccc(NC(=O)COc3ccccc3C(C)C)cc2)no1 | x | -2% | -10% | 0.0% | 4% | -0.8% | -1.6% | x | -4%[2.3 µM] | -11% | 1%
CCCN(CCC)CCNC(=O)C1CCN(Cc2nc(-c3ccc(Cl)cc3)oc2C)CC1 | -2% | -14% | 9% | 0.3% | -2% | 2.1%[1.84 µM] | -0.9% | 13% | -1% | 4% | 14%
CC1CCN(CCn2c(=S)[nH]c3ncccc3c2=O)CC1 | 1% | -6% | u | -0.6% | -15% | -0.8% | -0.8% | 2% | -1% | 6% | 1%
CN(CC(=O)N1CCN(C2CCCCC2)CC1)S(=O)(=O)c1cccc2nsnc12 | 1% | 2% | 9% | 0.5% | -7% | -3.5% | -4.0% | 7% | 2% | u | 5%
O=C(C1CCN(S(=O)(=O)c2cccc3cccnc23)CC1)N1CCN(c2ccccc2)CC1 | -5% | -3% | -1% | 0.2% | 6% | 0.1% | -1.6% | x | -9% | -5% | -17%
Cc1nc2c(C)cccn2c1/C(O)=C1\C(=O)C(=O)N(CCN(C)C)C1c1ccncc1 (configuration not stated) | 0% | -8% | -7% | -0.7% | 6% | 0.8%[57.5 µM] | -1.8% | -4% | u | 5% | 2%
FC(F)(F)c1ccccc1-c1nc(NCc2cccnc2)c2ccccc2n1 | 0%[9.22 µM] | -5% | -11% | 1.4% | 12% | -1.0% | 1.2% | 120%[activator] | -13% | u | -10%
CC(=O)c1ccsc1B(O)O | x | x | -2% | -1.1% | x | 0.3% | -1.6% | x | x | -21% | x
CCc1ccccc1NC(=O)N1C2CCCC1CC(NC(C)=O)C2 (configuration not stated) | 0% | -4% | -10% | -1.6% | -7% | 0.2%[57.5 µM] | -3.1% | x | -3% | 1% | -10%
CCOc1ccc(NC(=O)CN2CCN(S(=O)(=O)c3ccc(Cl)cc3)CC2)cc1 | 0% | 0% | 3% | -3.6% | -7% | -2.6% | 0.3% | 17% | -4% | -8% | u
CC1CC2(CC(C)(C(=O)CSc3n[nH]c(-c4ccccc4Cl)n3)OC2=O)C(=O)O1 (configuration not stated) | -3% | -1% | u | -0.4% | 12% | 1.5% | 2.2% | 1% | 1% | -15% | u
C/C(=N\[N+](C)(C)C)c1ccc(C)c(C)c1 | 0%[9.22 µM] | -11%[11.4 µM] | 1%[11.4 µM] | -1.6%[15.4 µM] | -4%[9.17 µM] | 3.2%[9.22 µM] | -1.2%[15.4 µM] | x | -1%[11 µM] | 14%[11.4 µM] | 14%[7.6 µM]
O=C(c1cccn2c(=O)c3ccccc3nc12)N1CCN(c2ccccn2)CC1 | 0% | -2% | -3% | -1.5% | 20% | 3.7% | -3.3% | 17% | 3% | 8% | -6%
COC(=O)C1(C(F)(F)F)N=C2Sc3ccccc3N2C(N2CCOCC2)=N1 (configuration not stated) | -4% | -1% | 1% | -0.4% | -3% | 0.1% | -1.0% | x | -3% | 0% | 7%
Cc1cc(C)n(-c2nc(SCC(=O)N3CCCC3)c3c4c(sc3n2)CCCC4)n1 | 0% | 0% | 14% | -1.2% | x | 5.3%[0.369 µM] | 2.1% | 29% | -2% | 18% | u
CCOC(=O)c1c(C(=O)OCC)c(C)n(N2C(=O)CSC2=S)c1C | 2% | -8% | u | 5.0% | -14% | -0.4% | 11% | 9% | -1% | -2% | u
Cc1ncsc1CCOC(=O)c1cccnc1 | 0% | -1% | 9% | -1.7% | -1% | -4.2% | -1.9% | -3% | -2% | -11% | -3%
COc1ccc(CNc2ncncc2-c2ccccc2C)c(OC)c1 | 0%[9.22 µM] | -5% | u | 1.2% | 2% | -1.2% | -7.3% | -7% | 0% | u | 4%
C[C@@]1(CCOCc2ccccc2)NC(=O)NC1=O | -2%[9.22 µM] | -15%[11.4 µM] | 1%[11.4 µM] | -0.4%[15.4 µM] | 0%[9.17 µM] | 1.7%[9.22 µM] | -0.1%[15.4 µM] | x | 0%[11 µM] | 7%[11.4 µM] | 21%[7.6 µM]
Cc1ccc2cc(S(=O)(=O)NCCCC(=O)O)ccc2c1 | 0% | -4% | 5% | -1.1% | -10% | 1.3% | 2.4% | 4% | 4% | -1% | u
O=C(O)Cn1ccnc1 | -1% | -5% | -12% | 1.8% | 1% | -0.4% | -2.2% | -15% | -5% | -20% | -8%
COc1cccc(C(=O)N(Cc2cc3cc(C)ccc3[nH]c2=O)CC2CCCO2)c1 (configuration not stated) | 3% | -2% | 16% | -0.7% | 3% | 5.2% | 2.9% | 9% | -3% | u | -13%
COc1ccc(-c2nc(S(=O)(=O)c3ccc(C)cc3)c(N3CCCC3)o2)cc1 | 0% | -9% | u | -2.6% | -5% | -0.4% | -1.1% | -9% | 1% | -5% | -6%
Further results.
SMILES | Epigenetic mod | Pol III holo inh | HADH2 inhib | BRCT inh red | Ub-GFP proteasome | HBB splice mod | BRCT inh green | USP2a inh | Hsp90 Hop PPI | 15-hLO inh | CRE Fsk mod
CCCCC(CC)CNC(=O)c1[nH]c(C)c(C(C)=O)c1C (configuration not stated) | -2% | -5% | 7% | 1.5% | 0% | -0.7% | 0.3% | x | 0% | -9% | 5%
O=C(NCc1ccccc1)N1CCC(n2cnc3cc(F)ccc32)CC1 | 0% | -8% | 8% | 0.1% | 4% | -1.9% | -0.4% | -4% | 0% | 11% | -1%
[O-][N+]1=C(c2cccs2)CN(O)C1 | 0% | -2% | 2% | 1.4% | 4% | -1.1%[57.5 µM] | -1.7% | -8% | -5% | 12% | -7%
O=c1c(-c2ccc(F)cc2)nc2cnc(Oc3ccccc3)nc2n1C1CC1 | 2%[9.22 µM] | -8% | -11% | -1.5% | 10% | 1.6% | -0.2% | 38%[activator] | -5% | 10% | -8%
CC1CN(S(=O)(=O)c2cccc(C(=O)OCc3cc(=O)oc4cc(O)ccc34)c2)CC(C)O1 (configuration not stated) | 0% | 9% | i | -10% | 0% | -2.2% | -3.8% | 30%[activator] | -3% | u | -8%
O=C(Cc1ccc(Cl)cc1)Nc1ccc(N2CCN(C(=O)c3ccco3)CC2)cc1 | 0% | 1% | 13% | -1.4% | -4% | -0.4% | 1.2% | 22% | u | -25% | -20%
Cn1c(=O)c2c(ncn2C)n(C)c1=O | -2%[9.22 µM] | 2%&-3%&-2% | 5%&-1%&-4% | -3.3% | 3%&2% | 1.2%&1.7% | 3.2% | -5% | 0%&1%&-9% | 7% | u
O=S1(=O)c2cccc3cccc(c23)N1Cc1nnc(-c2ccccc2Br)o1 | 0% | 15% | u | -0.1% | 0% | -0.1%[57.5 µM] | 0.7% | 43%[activator] | 18% | -6% | 3.2µM*
CCc1cc2c(SCC(=O)O)ncnc2s1 | 3% | 0% | 3% | 0.2% | 0% | -0.4% | -1.9% | -3% | -2% | -3% | u
OCC1OC(c2ccccc2)C=CC1Oc1cc(Cl)cc(Cl)c1 (configuration not stated) | x | x | -3%[11.4 µM] | 0.3%[15.4 µM] | x | 3.9%[9.22 µM] | -0.5%[15.4 µM] | x | x | -2%[11.4 µM] | x
COc1cc(CNC2CCCC2)cc(OC)c1OC | 1% | -2% | -6% | 0.8% | -1% | x | -1.9% | 0% | 1% | 10% | -4%
